Bioassay records deposited in PubChem by Johns Hopkins Ion Channel Center.
Kir21 block – inhibitors of mouse Kir2.1 inward-rectifier potassium channel; Inward rectifier potassium channel 2 (Mus musculus), P35561; HEK293-Kir2.1, FluxOR thallium flux fluorescence; stronger effect = lower value; B-score at 10 µM; 310,000 tested, 0.85% active;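 active = fluorescence ratio B-score at or below minus 3 SD of library scores, with starting-brightness B-score within 2 SD, cut at about -4.2 in these data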;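 also: channel flux triggered by added potassium and thallium sulfate stimulus; B-score of peak minus minimum fluorescence over baseline after thallium stimulus; more negative B-score means stronger Kir2.1 block with less thallium influx; some compounds called inactive have numbers as strong as hits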
Target sequence (P35561 whole entry, looked up): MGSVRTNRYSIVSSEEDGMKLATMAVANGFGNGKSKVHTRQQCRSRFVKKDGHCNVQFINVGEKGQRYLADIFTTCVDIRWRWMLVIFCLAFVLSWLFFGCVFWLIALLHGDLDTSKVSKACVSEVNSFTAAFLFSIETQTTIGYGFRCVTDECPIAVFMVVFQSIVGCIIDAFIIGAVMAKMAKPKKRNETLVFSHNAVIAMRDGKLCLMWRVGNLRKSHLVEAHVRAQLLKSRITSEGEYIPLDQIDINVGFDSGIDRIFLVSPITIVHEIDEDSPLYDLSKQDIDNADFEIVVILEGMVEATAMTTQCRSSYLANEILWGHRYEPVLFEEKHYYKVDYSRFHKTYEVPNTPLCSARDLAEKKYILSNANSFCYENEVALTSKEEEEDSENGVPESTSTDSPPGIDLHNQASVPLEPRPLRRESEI
KCNQ2 inh – KCNQ2 potassium channel inhibitors, primary screen, cell-based, CHO-K1, FluxOR thallium flux, B-score (AID 2156). B-score at 10 µM. 20 min; stronger effect = lower value. 310,000 tested, 1.1% active;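 active = fluorescence ratio B-score at most minus 3 library SDs, with starting brightness B-score within 2 library SDs, cut at about -5.5 in these data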
* marks the source's active call; other numbers are inactive results; i = inactive.

smiles | Kir21 block | KCNQ2 inh
CCCn1nc(NC(=O)CC)c2cc3cccc(C)c3nc21 | 0.31 | i
COC(=O)c1ccc2c(c1)C(C)(C)C(/C=C/c1ccccc1O)=[N+]2C | -11 | i
Cn1c(N)c(C(=O)CSc2nc3ccccc3n2-c2ccccc2)c(=O)n(C)c1=O | -0.51 | i
Fc1ccccc1CSc1nnc2ccc(-c3ccncc3)nn12 | 0.44 | i
COC(C[C@@H](O)C[C@@H](O)[C@H](C)OCc1ccccc1)OC | 2.4 | i
O=C(Nc1ccccc1)c1ccc(S(=O)(=O)N2CCOCC2)cc1 | -0.26 | i
Cc1nn(CC(=O)NCCc2cccs2)c(=O)c2cc3ccccc3n12 | -0.67 | i
Cc1nc(Nc2c(Cl)cccc2Cl)sc1C(=O)Nc1ccccc1 | -0.14 | i
Cc1cc(C(=O)NNC(=S)NCc2ccco2)nn1C | 0.83 | i
CCNC(=O)[C@@H]1CCCN1C(=O)[C@H](CCCN=C(N)N)NC(=O)[C@H](CC(C)C)NC(=O)[C@@H](CC(C)C)NC(=O)[C@H](Cc1ccc(O)cc1)NC(=O)[C@H](CO)NC(=O)[C@H](Cc1c[nH]c2ccccc12)NC(=O)[C@H](Cc1cnc[nH]1)NC(=O)[C@@H]1CCC(=O)N1 | 0.61 | i
NS(=O)(=O)c1ccc(NC(=O)CSc2nc3ccccc3nc2N2CCOCC2)cc1 | -1.6 | i
CC(C)(C)c1ccc(C(=O)NN2CCOCC2)cc1 | 1.8 | i

smiles | Kir21 block | KCNQ2 inh
Cc1nn(CC(=O)N2CCCCCC2)c(=O)c2cc3occc3n12 | -0.25 | i
O=c1c2ccccc2nnn1Cc1ccc(Br)cc1 | 0.31 | i
CC1CCCC(C)N1S(=O)(=O)c1ccc(NC(=O)CNCC2CCCO2)cc1 (stereo not given) | -0.44 | i
Cc1cc(NC(=O)CN2C(=O)S/C(=C\c3ccccc3)C2=O)no1 | -1.1 | i
CCNC(=S)N(Cc1cccs1)Cc1cc2cc(OCC)ccc2[nH]c1=O | -0.43 | i
O=C(CCCSc1ccccc1)Nc1nc(-c2ccccn2)cs1 | 1.5 | i
CC(=O)Nc1ccc(CC(=O)NCCC(c2ccccc2)c2ccccc2)cc1 | -0.15 | i
Cc1[nH]ccc(=O)c1OCC(=O)O | -0.07 | i
CN(C)c1c(F)cc(-c2nn[nH]n2)cc1F | 0.21 | i
CC(C)c1nnc(NC(=O)C2CCN(C(=O)Nc3ccccc3)CC2)s1 | 0.62 | i
C=CCOc1ccc(/C=N/NC(=O)C2CCCC2)cc1OCC | 2.7 | i
COc1ccccc1NS(=O)(=O)c1ccc(C)c(C(=O)NCC2CCCO2)c1 (stereo not given) | 0.85 | i

smiles | Kir21 block | KCNQ2 inh
Cc1c(C=O)c2ccccc2n1CC(=O)O | 0.07 | i
CC1CCCC(NC(=O)c2ccc3c(c2)OCO3)C1C (stereo not given) | 0.27 | i
CCn1c(SCC(=O)Nc2nccs2)nnc1-c1ccccn1 | -0.85 | i
COc1ccc(-c2cc(C(F)(F)F)nc(S(C)(=O)=O)n2)cc1 | -1.3 | i
CCCCCc1nnc(NC(=O)C2=COCCO2)s1 | 0.91 | i
COc1ccc(S(=O)(=O)n2ccnc2)c2cccnc12 | 1.5 | i
O=C(c1ccc(Cl)cc1)c1coc2ccc(O)cc12 | 1.1 | i
CCOCc1cnc(C)nc1NCC(=O)c1c(C)[nH]c2cc(C)ccc12 | 0.63 | i
CCCn1nnc(NC(=O)COc2ccccc2Cl)n1 | 0.07 | i
CCOC(=O)C1=C(C)N=c2s/c(=C/c3ccc(OCC(=O)O)cc3)c(=O)n2C1c1cc(OC)c(OC)c(OC)c1 (stereo not given) | 0.99 | i
CCOC(=O)n1c(=O)oc2ccc(Cl)cc21 | -1.3 | i
COc1ccc(NC(=O)c2ccco2)c(NC(=O)c2ccc([N+](=O)[O-])cc2)c1 | -0.59 | i

Profiles, looked up by structure.
Profile of COc1ccc(NC(=O)c2ccco2)c(NC(=O)c2ccc([N+](=O)[O-])cc2)c1 : Kir21 block: -0.59; KCNQ2 inh: i
Profile of CCn1c(SCC(=O)Nc2nccs2)nnc1-c1ccccn1 : Kir21 block: -0.85; KCNQ2 inh: i

Following part:
smiles | Kir21 block | KCNQ2 inh
NCCN1CCN(CCN)CC1 | -0.55 | i
Cc1cc(C)c2nc(N3CCN(C(=O)c4ccco4)CC3)sc2c1 | -0.36 | i
Cc1ccc(CSCC(Nc2ccc(C(=O)O)cc2[N+](=O)[O-])C(=O)O)cc1 (stereo not given) | 0.41 | i
O=C(CCc1c[nH]c2ccccc12)NC(Cc1ccccc1)C(=O)O (stereo not given) | 0.12 | i
O=C(CNC(=O)c1cccs1)N/N=C/c1cccc(Cl)c1 | -1.7 | i
Cc1ccc(S(=O)(=O)NCC(=O)N(CC(=O)NCC2CCCO2)CC2CCCO2)cc1 (stereo not given) | 0.32 | i
Cc1cc(=O)n2ccccc2c1C#N | -2.1 | i
COc1cc(NC(=O)C2CC(c3c(F)cccc3Cl)=NO2)cc(OC)c1OC (stereo not given) | -1.9 | i
COc1ccc(CNC(=O)c2cc(C)nc3ccccc23)cc1OC | -0.05 | i
COC(=O)c1c(C(=O)OC)c(-c2ccc(Cl)cc2)n2c1CS(=O)(=O)C2 | -0.87 | i
CSc1nc(C)c2c(n1)N(c1ccc(C(C)C)cc1)CC2 | 0.04 | i
CCCn1c(SCC(=O)N2CCCc3ccccc32)nnc1-c1ccccn1 | -0.68 | i

smiles | Kir21 block | KCNQ2 inh
CC(C)c1onc(C(=O)NCc2ccc(F)cc2)c1[N+](=O)[O-] | -0.62 | i
CCN(CC)c1ccc(NC(=O)c2ccc(=O)[nH]c2)cc1S(=O)(=O)Nc1ccc(OC)cc1 | 0.31 | i
CCc1ccc(NC(=O)CCn2c(=O)oc3ccccc32)cc1 | 1.5 | i
Cc1noc(C)c1S(=O)(=O)N(CC(=O)NCc1ccc(F)cc1)c1ccc(C(C)C)cc1 | -0.36 | i
CCOC(=O)c1ccc(NC(=O)CSc2nnc(-c3cccs3)n2CC)cc1 | 0.03 | i
CC1CCN(CC(O)Cn2c3ccccc3c3ccccc32)CC1 (stereo not given) | -0.27 | i
COc1cccc(OCC(O)CN2CCN(c3ccc(F)cc3)CC2)c1 (stereo not given) | -2.9 | i
Cc1c(F)cccc1NC(=O)c1ccc2c(c1)CCN2S(C)(=O)=O | -1.5 | i
Cc1ccc(-n2c(=O)cc(N3CCc4ccccc4C3)[nH]c2=O)cc1 | -1.2 | i
COc1ccc(Cl)cc1C(=O)NC(=S)Nc1cc(-c2nc3ccccc3[nH]2)ccc1C | 1.2 | i
CCN(c1cccc2ccccc12)S(=O)(=O)c1ccc(Cl)nc1 | -1.9 | i
Cc1cc(NC(=O)CC#N)n(-c2nc3ccccc3[nH]2)n1 | -0.13 | i

smiles | Kir21 block | KCNQ2 inh
Cc1cc(C)cc(NC(=S)N2CCN(c3ccc(F)cc3)CC2)c1 | 0.23 | i
CC(C)CNC(=O)/C=C/c1cccs1 | 1.2 | i
O=C1SCCC1NC(=O)C(c1ccccc1)c1ccccc1 (stereo not given) | 0.64 | i
Cc1ccc(NC(=O)Nc2ccc(C(=O)N3CCOCC3)cc2)cc1 | -1 | i
CC1=Nn2c(nnc2-c2n[nH]c3c2CCC3)SC1 | -0.83 | i
COc1ccc([N+](=O)[O-])cc1/C=N/NC(=O)/C(=C\c1cccs1)NC(=O)c1ccccc1 | -0.87 | i
COc1ccc(CCNC(=O)C2CCN(C(=O)c3ccc(C(C)(C)C)cc3)CC2)cc1 | -1.9 | i
Cc1onc(-c2ccccc2)c1NC(=O)N(CCC#N)Cc1ccccc1 | 0.06 | i
Cc1c(C(=O)OC2CCCC2)[nH]c2c1C(=O)CC(c1ccco1)C2 (stereo not given) | 0.56 | i
CC(=O)C1=C(C)Nc2ncnn2C1c1ccc(C)cc1 (stereo not given) | 0.15 | i
Cc1ccc2cc(-c3noc(C(C)(C)C)n3)c(=O)[nH]c2c1 | 0.01 | i
COc1cc(OC)cc(C(=O)NC2CCN(CCCOc3ccccc3)CC2)c1 | -0.8 | i

smiles | Kir21 block | KCNQ2 inh
CCN1CCN(C(=O)C2c3cc(OC)c(OC)cc3C(=O)N3CCc4ccccc4C23)CC1 (stereo not given) | -0.25 | i
CN1/C(=c2/s/c(=C3/C(=O)N(c4ccccc4)NC3=Nc3ccccc3)n(C)c2=O)C(C)(C)c2ccccc21 | 0.51 | -7.7*
CC(/C=N/n1c(-c2cc(C)[nH]n2)n[nH]c1=S)=C\c1ccccc1 | -1.8 | i
O=C(COC(=O)C1C2CC3OC(=O)C1C3C2)Nc1ccccc1 (stereo not given) | 0.13 | i
CC1CC1C(=O)Nc1nc(-c2ccc(Cl)s2)cs1 (stereo not given) | 0.17 | i
C#CCOc1ccccc1/C=C1/C(=O)ON=C1C | 1.4 | i
CCOc1ccc(Cl)cc1/C=N/NC(=O)CNC(=O)c1ccccc1 | -0.42 | i
COc1cccc(/C=c2\s/c(=C\C(=O)C(C)(C)C)[nH]c2=O)c1 | 1.8 | i
CCOC(=O)c1c(CC(C)C)csc1NC=O | -1.1 | i
COC(=O)c1ccc(NC(=O)Nc2ccc(C)cc2)cc1 | -0.29 | i
CCOc1ccc2nc(SCC(=O)Nc3ccc(S(=O)(=O)N4CCCC4)cc3)c(C)cc2c1 | -1.2 | -8.5*
CCOC(=O)CSc1nc(C)c2cc(C)c(C)cc2n1 | 0.99 | i

smiles | Kir21 block | KCNQ2 inh
Cc1cc(C)nc(NC(=O)c2cc(-c3ccc4c(c3)OCO4)nc3ccccc23)c1 | 2.1 | -7.7*
CC(=O)c1cccc(NC(=O)C2CCN(S(=O)(=O)c3c(C)n[nH]c3C)CC2)c1 | -0.39 | i
COc1ccc(NC(=O)Nc2nnc(Cc3ccc(F)cc3)s2)cc1 | 1 | i
CCOC(=O)[C@@H]1[C@H]2COc3cc(OC)ccc3[C@H]2N2C(=O)N(c3ccc(F)cc3)C(=O)[C@@]12C | -0.8 | i
COC(=O)c1ccc(S(=O)(=O)c2ccc([N+](=O)[O-])cc2)cc1 | 1.1 | i
O=C(Nc1ccccc1)Nc1ccno1 | -0.13 | i
CCCCOC(=O)C1=C(C)NC(=O)NC1c1ccc(N(C)C)cc1 (stereo not given) | -1.7 | i
COC(=O)c1ccc(S(=O)(=O)N2CCC(c3nc4ccccc4o3)CC2)cc1 | -0.07 | i
Cc1ccc(S(=O)(=O)N2CCN(C(C(=O)Nc3ccc(F)cc3)c3ccccc3)CC2)cc1 (stereo not given) | 1.4 | i
COc1ccc(S(=O)(=O)N2CCC(C(=O)NCC3CCCO3)CC2)cc1 (stereo not given) | -0.06 | i
C[C@@H]1NC(=O)[C@H](CCCN=C(N)N)NC(=O)c2cc([N+](=O)[O-])cc(I)c2NCCC[C@@H](C(N)=O)NC1=O | 0.57 | i
CN(C(=O)c1ccc2c(Cl)c3c(nc2c1)CCC3)c1ccccc1 | -0.09 | i

smiles | Kir21 block | KCNQ2 inh
COc1cc(CCNC(=O)c2ccccc2NC(=O)C2=C(C)OCCS2)cc(OC)c1OC | -0.07 | i
O=C(Cc1ccccc1)NCC(=O)N1CCC2(CC1)NCCc1[nH]cnc12 | 1.6 | i
CC(=O)c1ccc(NC(=O)CN2CCC(NC(=O)C3CCCCC3)CC2)cc1 | -0.9 | i
O=C(Nc1cc2c3c(c1)CC(=O)N3CCC2)C1CCCCC1 | 0.65 | i
COc1cccc(-c2cc(C(=O)N3CCN(C(c4ccccc4)c4ccccc4)CC3)no2)c1 | 0.82 | i
Cc1cc2cc(CNC(=O)C3CCCC3)ccc2n1C | 0.88 | i
COC(=O)c1ccc(NC(=S)Nc2ccc(O)cc2)cc1 | 0.64 | i
COc1cc(N)c(Cl)cc1C(=O)OC(C)C(=O)Nc1cccc(S(=O)(=O)N2CCOCC2)c1 (stereo not given) | 1.5 | i
CN(C)CCC#CC1(O)c2ccccc2-c2ccccc21 | 0.01 | i
C/C(Nc1ccccc1C(F)(F)F)=C1/CCOC1=O | 1.4 | i
Cc1ccccc1-c1nnc(SCc2ccc(F)cc2)o1 | 0.18 | -9.1*
Cc1cc2ccccc2n2c(SCC(=O)NCc3cccs3)nnc12 | -0.58 | i

smiles | Kir21 block | KCNQ2 inh
Cc1ccc(NC(=S)NNC(=O)c2nn(C)c(C)c2Cl)cc1 | 0.65 | i
CCCC12CN3CCN(CC(C3)/C1=N\NC(=O)c1ccc(C(C)(C)C)cc1)C2 | -0.17 | i
C[N+](C)(C)CC/C=C1/c2ccccc2CSc2ccccc21 | 0.19 | i
CCOC(=O)c1ccc(N2CN(CC)CNC2=S)cc1 | 1.6 | i
Cc1nonc1OCCNCc1c(C(=O)N2CCCCCCC2)nc2ccc(Cl)cn12 | -0.43 | i
CCn1nc(C)c(/C=N/NC(=O)c2ccc3c(c2)c(C)c(C)n3Cc2ccccc2)c1C | 0.04 | i
COCCCNc1nc2nonc2nc1N1C[C@H]2CC[C@H]1C2 | 0.38 | i
CCOc1ccccc1OCc1nn2c(-c3ccc(C)cc3)nnc2s1 | 0.05 | i
O=C(CSc1nnc(-c2cccnc2)n1Cc1ccco1)Nc1cccc(O)c1 | -2.4 | i
Cc1ccc(-n2nc3c(=O)n(CCCC(=O)NCc4cccc(Cl)c4)nc(C)c3c2C)cc1 | 0.03 | i
CN1CCc2c(c3ccccc3n2C)C1 | -0.65 | i
Cc1ccc(CNS(=O)(=O)c2ccc(CN3C(=O)c4cccnc4C3=O)cc2)o1 | -0.18 | i
O=C(O)CSc1nnc(-c2cccc(S(=O)(=O)N3CCCCC3)c2)o1 | 1.7 | i
O=C(c1cccc(C(=O)N2CCN(c3ccc(F)cc3)CC2)c1)N1CCN(c2ccc(F)cc2)CC1 | 1.6 | -6*
